Assay outcomes (PubChem)
JMJD2E inh – blocks human JMJD2E demethylase activity; B2RXH2; JMJD2E catalytic domain, FDH-coupled NADH fluorescence (FDH is formaldehyde dehydrogenase); Potency, µM (highest dose often 57.1 µM), inactives show at the highest dose activity change, negative = inhibition, hits mostly inhibitors; 230,000 tested, 1.6% active; active = well fitted inhibition curve with a large enough effect, not every such curve was filed as active; inconclusive = small, poorly fitted or top-dose-only effect, or another doubt; inactive = no such curve, though single readings can be large or run the other way;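 also: 0% = wells with enzyme and -100% = buffer wells without enzyme; nearly all actives have a fitted effect of over 50% in size; many of its hits are not listed in these tables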
Target sequence (B2RXH2 1-337 limits assumed): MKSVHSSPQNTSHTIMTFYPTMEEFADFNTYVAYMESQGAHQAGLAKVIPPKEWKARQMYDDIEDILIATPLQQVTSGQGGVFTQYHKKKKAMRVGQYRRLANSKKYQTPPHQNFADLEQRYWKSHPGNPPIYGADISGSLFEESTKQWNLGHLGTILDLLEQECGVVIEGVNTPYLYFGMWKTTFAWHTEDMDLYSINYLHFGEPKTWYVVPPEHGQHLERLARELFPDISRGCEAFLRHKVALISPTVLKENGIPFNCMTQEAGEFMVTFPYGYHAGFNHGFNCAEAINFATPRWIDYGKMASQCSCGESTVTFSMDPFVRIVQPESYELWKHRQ
RECQ1 inh – RECQ1 (human) helicase inhibition. RECQ1 DNA unwinding, red fluorescence kinetic read. AID 2549. P46063. 240,000 tested, 0.54% active. Potency, µM (top dose mostly 57.3 µM), for inactives: at the highest dose activity, negative = inhibition, usual class: inhibitors;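 also: plate controls were vehicle for no effect and no enzyme for full effect; nearly all actives have a fitted effect of over 30% in size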
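50 nM RECQ1T1 preincubated 15 min with compound in Tris pH 8.0 buffer with MgCl2, DTT, Tween-20 and 2.5 ug/ml poly(dI-dC); started with 200 nM TAMRA/BHQ-2 forked duplex and 2 mM ATP. Unwinding read as fluorescence (525/598 nm), two reads 2 h apart.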
ALDH1A1 block – inhibitors of human aldehyde dehydrogenase 1A1. AID 1030. 220,000 tested, 7.3% active. Potency, µM (doses to about 75.3 µM), without a hit: at the top dose activity, negative = inhibition, most hits filed as inhibitors. P00352. Purified ALDH1A1, NADH fluorescence, propionaldehyde substrate; active = well fitted inhibition curve with a large enough effect, not every such curve was filed as active; inconclusive = small, poorly fitted or top-dose-only effect, or another doubt; inactive = no such curve, though single readings can be large or run the other way;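 also: plate controls were no enzyme wells and a reference inhibitor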
TexasRed fluor – Texas Red fluorescence interference in TRb-SRC2 counter-screen | TRb/SRC2 Texas Red total fluorescence interference | 280,000 tested, 0.29% active | Potency, µM (highest dose often 106 µM), inactives show at the highest dose fluorescence change, negative = quenching; active = well fitted curve in either direction with a large enough effect; inconclusive = small, poorly fitted or top-dose-only effect; also: % is scaled to controls: 0 for no effect and ±100 for the full control effect
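Flags fluorescent or light-absorbing compounds by total fluorescence, S + 2P, at 555 nm excitation and 632 nm emission. Mixture: 20 nM Texas Red SRC2 peptide, 0.6 uM human TRb LBD, 1 uM T3, 5% DMSO; compound exposure 5 h at ambient temperature.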
TRb SRC2 PPI – inhibitors of human thyroid hormone receptor beta-SRC2 interaction | TRbeta-SRC2 peptide binding, fluorescence polarization; receptor liganded with 1 µM T3 | P10828 | 280,000 tested, 0.065% active | Potency, µM (top dose mostly 106 µM), inactives show top-dose activity change, negative = inhibition, most hits filed as inhibitors;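 also: plate controls were bound peptide for no effect and peptide without receptor for full effect; nearly all actives have a fitted effect of over 50% in size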
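Compounds were added to 0.6 uM TRb ligand-binding domain and 20 nM Texas Red-labeled SRC2 peptide in Tris buffer containing 1 uM T3, incubated 5 hr at ambient temperature, then read by fluorescence polarization.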
RGS12 GoLoco inh – RGS12 GoLoco-Gai1 interaction inhibition; 230,000 tested, 0.44% active; Gai1:RGS12 GoLoco peptide FP, rhodamine, 10 min; AID 880; Potency, µM (doses to about 61.6 µM), without a hit: top-dose activity, negative = inhibition, actives largely listed as inhibitors; active = well fitted inhibition curve with a large enough effect, not every such curve was filed as active; inactive = no such curve, though single readings can be large or run the other way; also: % is scaled to controls: 0 for no effect and ±100 for the full control effect; nearly all actives have a fitted effect of over 30% in size; many of its hits are not listed in these tables
LMNA splice mod – changes lamin A minigene splicing in HeLa cells; HeLa LMNA splicing GFP/RFP minigene ratio, 48 h; AID 1487; Potency, µM (highest dose often 46.1 µM), for inactives: at the highest dose ratio change, negative = inhibition, usual class: inhibitors; 200,000 tested, 0.01% active; active = well fitted inhibition curve with a large enough effect in the signal ratio, with a control signal flat, not every such curve was filed as active; inconclusive = small, poorly fitted or top-dose-only effect, or effect the other way, or a change in a side signal; the % refers to the signal ratio; also: % is scaled to controls: 0 for no effect and ±100 for the full control effect
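S3 HeLa cells stably expressing lamin A-EGFP splicing minigene plus DsRed2, 600 cells/well, 48 h compound exposure at 37C. Laser-scanning cytometry; analysed as GFP (500-530 nm)/RFP (575-640 nm) total intensity ratio; 0.5% DMSO vehicle.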
SMN2 splice up – increases expression of the SMN2 splice variant. HEK293 SMN2-luciferase splicing reporter, luminescence, 30-36 h. Potency, µM (highest dose often 46.1 µM), inactives show at the top dose activity change, positive = activation, hits mostly activators. 210,000 tested, 2.8% active. AID 1458; also: % of control where 0% means no effect; nearly all actives have a fitted effect of over 55% in size
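HEK293 cells carry an SMN2 minigene-luciferase reporter in which exon 7 inclusion puts luciferase in frame. Cells were seeded at 2000 cells/well, attached for 10-12 hours, then exposed to compounds for 30-36 hours at 37C before ONE-Glo luminescence.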
* hit, by the source's call; [ ] = another dose, or the depositor's remark. Unless noted, calls follow the shape of the dose curve; as a rule, active = well fitted curve in the direction sought with a large enough effect; inconclusive = small, poorly fitted or top-dose-only effect, or another doubt; inactive = no such curve, though single readings can be large; an effect the other way counts as inactive or inconclusive. Potency is read from the fitted curve at half-maximal effect.

What do the screens show for `C[C@@]12CC[C@H]3[C@@H](CCC4=CC(=O)CC[C@]43C)[C@H]1CC[C@H]2C(=O)CO`?
JMJD2E inh: -3%[25.5 µM]; RECQ1 inh: -2%[25.9 µM]; ALDH1A1 block: 5µM*; TexasRed fluor: -2%[53 µM]; TRb SRC2 PPI: 0%[53 µM]; RGS12 GoLoco inh: -1%[21.6 µM]; LMNA splice mod: inconclusive; SMN2 splice up: inconclusive

Results for CC(=O)C1=C(O)C2C3c4c[nH]c5cccc(c45)CC3C(C)(C)N2C1=O (configuration not stated) ?
JMJD2E inh: inconclusive; RECQ1 inh: -4%; ALDH1A1 block: -3%; TexasRed fluor: -1%; TRb SRC2 PPI: -1%; RGS12 GoLoco inh: 6%; LMNA splice mod: inconclusive; SMN2 splice up: 1%

How did C=Cc1ccccc1 do in these assays?
RECQ1 inh: 6%; ALDH1A1 block: inconclusive; TexasRed fluor: 0%[201 µM]; TRb SRC2 PPI: 6%[201 µM]; RGS12 GoLoco inh: 6%; SMN2 splice up: 9%

How did CCCCC(CC)COC(=O)c1ccccc1O (configuration not stated) do in these assays?
RECQ1 inh: -1%; ALDH1A1 block: 6%; TexasRed fluor: -2%; TRb SRC2 PPI: 12%; RGS12 GoLoco inh: 9%; LMNA splice mod: inconclusive

Results for CC12CCC3C(=CCc4cc(O)ccc43)C1CCC2=O (configuration not stated) ?
JMJD2E inh: -20%; RECQ1 inh: 10%; ALDH1A1 block: inconclusive; TexasRed fluor: -2%; TRb SRC2 PPI: 8%; RGS12 GoLoco inh: 1%; SMN2 splice up: 30%

Four structures from above, ordered by count of non-hydrogen atoms, rising.
How did C=Cc1ccccc1 do in these assays?
RECQ1 inh: 6%; ALDH1A1 block: inconclusive; TexasRed fluor: 0%[201 µM]; TRb SRC2 PPI: 6%[201 µM]; RGS12 GoLoco inh: 6%; SMN2 splice up: 9%

How did CCCCC(CC)COC(=O)c1ccccc1O (configuration not stated) do in these assays?
RECQ1 inh: -1%; ALDH1A1 block: 6%; TexasRed fluor: -2%; TRb SRC2 PPI: 12%; RGS12 GoLoco inh: 9%; LMNA splice mod: inconclusive

Results for CC12CCC3C(=CCc4cc(O)ccc43)C1CCC2=O (configuration not stated) ?
JMJD2E inh: -20%; RECQ1 inh: 10%; ALDH1A1 block: inconclusive; TexasRed fluor: -2%; TRb SRC2 PPI: 8%; RGS12 GoLoco inh: 1%; SMN2 splice up: 30%

Results for CC(=O)C1=C(O)C2C3c4c[nH]c5cccc(c45)CC3C(C)(C)N2C1=O (configuration not stated) ?
JMJD2E inh: inconclusive; RECQ1 inh: -4%; ALDH1A1 block: -3%; TexasRed fluor: -1%; TRb SRC2 PPI: -1%; RGS12 GoLoco inh: 6%; LMNA splice mod: inconclusive; SMN2 splice up: 1%

An excerpt; count on the stated rates, not on these rows.
